# ATG4B inhibitor: ATG4B (human) cysteine protease inhibition; inhibition, % at 8.33 µM; ATG4B cleavage of LC3-PLA2, NBD-HPC fluorescence, 1 h; 0.51% of 340,000 active; in the data active = inhibition above about 40%
# Target sequence (Q9Y4P1 whole entry, looked up): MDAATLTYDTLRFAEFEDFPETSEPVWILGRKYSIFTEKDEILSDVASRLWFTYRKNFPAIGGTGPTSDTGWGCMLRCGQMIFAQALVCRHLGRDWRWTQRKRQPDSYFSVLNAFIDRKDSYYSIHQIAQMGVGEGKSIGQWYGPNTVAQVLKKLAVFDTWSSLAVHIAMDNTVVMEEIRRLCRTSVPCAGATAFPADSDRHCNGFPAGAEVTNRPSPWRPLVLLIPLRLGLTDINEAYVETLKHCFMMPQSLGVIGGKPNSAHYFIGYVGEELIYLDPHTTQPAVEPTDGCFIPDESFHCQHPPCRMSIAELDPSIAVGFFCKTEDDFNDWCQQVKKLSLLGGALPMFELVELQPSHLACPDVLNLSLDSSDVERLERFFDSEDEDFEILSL
# TIM10 inh: inhibits growth of TIM10 yeast strain | S. cerevisiae TIM10 strain growth, BacTiter-Glo luminescence, 24 h | inhibition, % at 10 µM | 1.4% of 330,000 active;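 active = inhibition of 40% or more at the single tested concentration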;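 note: wild-type TIM10 isogenic control strain grown at permissive 25 °C; 0% = DMSO yeast wells and 100% = minimal medium wells without yeast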
# tim10-1 inh: tim10-1 yeast growth inhibition; 2.2% of 330,000 active; inhibition, % at 20 µM; S. cerevisiae tim10-1 ts strain growth, BacTiter-Glo, 24 h; AID 463190;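 active = inhibition of at least 40%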;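 note: mutant grown at 25 °C; 0% = DMSO wells with yeast and 100% = wells holding no yeast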
# mIAP block: blocks mouse intestinal alkaline phosphatase | purified mouse IAP, CDP-Star luminescence, 30 min | inhibition, % at 10 µM | 0.2% of 330,000 active;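 active = inhibition of at least 40% at 10 µM in the primary screen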;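 note: plate controls were DMSO with enzyme for no effect and no enzyme wells for full effect; values of inactives mirror those of a sister screen read the other way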
# NLRP3 yeast inh: inhibitors of NALP3 inflammasome in yeast; Yeast reconstituted NLRP3/ASC/caspase-1, beta-gal luminescence, 24 h; inhibition, % at 10 µM; 0.39% of 330,000 active; AID 2825;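 active = inhibition of 50% or more; inactive = inhibition below 50%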;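 note: plate controls were induced DMSO wells for no effect and uninduced yeast grown without galactose for full effect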
# mIAP activ: mouse IAP activation; activation factor at 10 µM; AID 2805; muIAP, CDP-Star luminescence, 30 min; hits give high values; 1 = vehicle-only enzyme signal, 0 = enzyme-free wells; 0.24% of 330,000 active;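 active = activation factor of at least 2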; note: the source names both 10 and 20 µM as test concentration; values of inactives mirror those of a sister screen read the other way
#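 also added = chemiluminescent substrate CDP-Star | test system = mouse IAP enzyme | signal = chemiluminescence readout | compound = DMSO-dissolved test compounds | incubation = 30 min at room temperature | benchmarks = DMSO wells, no-enzyme wells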
# hIAP act: human IAP activation; AID 2524; purified human IAP, CDP-Star luminescence, 30 min; hits give high values; 1 = vehicle-only enzyme, 0 = enzyme-free background; activation factor at 10 µM; 0.16% of 330,000 active; P09923;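 active = activation factor of the enzyme at least 2-fold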; note: the source names both 10 and 20 µM as test concentration; values of inactives mirror those of a sister screen read the other way
# Target sequence (P09923 whole entry, looked up): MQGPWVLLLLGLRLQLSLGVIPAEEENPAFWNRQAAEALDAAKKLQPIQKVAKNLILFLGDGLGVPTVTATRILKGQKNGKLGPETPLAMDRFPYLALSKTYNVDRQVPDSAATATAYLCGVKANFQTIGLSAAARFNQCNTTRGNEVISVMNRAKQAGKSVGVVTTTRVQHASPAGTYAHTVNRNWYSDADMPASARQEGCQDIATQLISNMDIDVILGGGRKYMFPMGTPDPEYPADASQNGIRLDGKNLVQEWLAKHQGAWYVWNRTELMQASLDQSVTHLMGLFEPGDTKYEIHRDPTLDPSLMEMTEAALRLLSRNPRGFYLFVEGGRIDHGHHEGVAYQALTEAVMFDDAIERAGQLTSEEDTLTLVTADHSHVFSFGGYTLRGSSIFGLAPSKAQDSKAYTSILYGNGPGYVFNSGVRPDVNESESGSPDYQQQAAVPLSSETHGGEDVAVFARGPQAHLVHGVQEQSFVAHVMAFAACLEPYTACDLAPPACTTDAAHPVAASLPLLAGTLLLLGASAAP
# hIAP inh: human IAP inhibition; P09923; purified IAP, CDP-Star luminescence, 30 min; inhibition, % at 10 µM; 0.12% of 330,000 active; AID 2544;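 active = inhibition reaching a set limit with compound at 10 µM in the primary screen, cut at about 35% in these data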;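 note: plate controls were DMSO wells with enzyme for no effect and no-enzyme buffer wells for full effect; values of inactives mirror those of a sister screen read the other way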
# Apaf1 inhib: inhibitors of human Apaf-1 apoptosome; O14727; reconstituted apoptosome caspase-3 activity, DEVD-Rh110 fluorescence; inhibition, % at 20 µM; 0.71% of 330,000 active; active = inhibition of at least 40% at 20 µM;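 note: plate controls were DMSO wells for no effect and DEVD-CHO caspase inhibitor wells for full effect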
#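 Medium: Hepes buffer, pH 7.5 / System: biochemical Apaf-1 apoptosome reconstitution / Measured by: Rh110 fluorescence, excitation 480 nm, emission 540 nm / Times: compound with Apaf-1, dATP, procaspase-3 30 min, then 50 min reaction, room temperature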
# Numbers without * were called inactive; / = not tested or not shown; & = joins results of further samples.
SMILES,ATG4B inhibitor,TIM10 inh,tim10-1 inh,mIAP block,NLRP3 yeast inh,mIAP activ,hIAP act,hIAP inh,Apaf1 inhib
CCN(CC)S(=O)(=O)c1ccc(N2CCOCC2)c(NS(=O)(=O)c2ccc(OC)cc2)c1,-2.0,-11.1,-6.1,1.3,7.9,0.987,1.07,-6.8,-16.2
O=C(NC1CCC(C(=O)O)CC1)OCc1ccccc1 (stereo not given),0.0&-4.8,2.4&-1.2,-8.1&-2.0,-2.4&-3.6,-5.4&7.6,1.02&1.04,1.17&1.13,-17.4&-12.8,5.7&1.0
Cc1nc2nc(-c3ccco3)[nH]n2c(=O)c1C,3.7,-11.3,2.7,-1.3,-0.8,1.01,0.918,8.2,-9.9
CC(Oc1ccc2oc(-c3ccccc3)c(C(=O)O)c2c1)C(=O)O (stereo not given),-0.1,4.6,-0.1,6.7,3.3,0.933,0.822,17.8,3.7
COc1cc(SC)ccc1C(=O)Nc1cc(C)c(OCC(=O)N2CCOCC2)c(C)c1,-16.1,5.5,21.0,-5.1,6.5,1.05,1.2,-20.1,5.5
CCOc1cc(C(=S)N2CCCC2)ccc1OCC(=O)Nc1c(C)cc(C)cc1C,-11.4,8.8,2.5,-0.2,17.2,1,0.967,3.3,5.6
CC[C@]12c3[nH]c4cc(-c5ccco5)ccc4c3CCN1C(=O)[C@@H](CC(=O)NCc1cccc(C(F)(F)F)c1)C[C@@H]2C(=O)N1CCN(C(=O)c2ccco2)CC1,12.3,5.7,8.2,2.1,/,0.979,/,/,19.5
NC(=O)[C@@H]1CCCN1Cc1nc(-c2cccs2)no1,-4.0,-5.6,5.9,-13.1,8.9,1.13,1.08,-8.2,-8.2
CCc1ccc(OCC(=O)Nc2ccc(-c3nc4ccccc4o3)c(O)c2)cc1,8.7,-8.0,16.6,-25.5,5.6,1.25,1.09,-8.9,11.5
Cc1cccc(N(CC(=O)Nc2ccc(-c3nc4ccc(C)cc4s3)cc2)S(C)(=O)=O)c1,-5.9,6.0,1.4,12.7,22.9,0.873,1.01,-1.5,7.9
Cc1ccc(C(C(=O)NCC2CCCO2)N(C(=O)c2snc(C(N)=O)c2N)c2ccccc2F)o1 (stereo not given),-10.5,-4.0,31.4,2.9,18.1,0.971,0.965,3.5,8.5
Cc1ccc(C(NC(N)=O)c2ccccc2)cc1 (stereo not given),5.0,1.2,9.9,1.2,7.9,0.988,1.18,-18.4,-11.9
CSc1ccccc1NC(=O)CN1CCCCC1,6.7,5.8,0.3,-2.6,19.9,1.03,1,-0.5,-8.3
Cc1cc2nc3c(nc2cc1C)CCCC3,1.2,-29.8,28.3,-5.0,25.9,1.05,0.938,6.2,8.4
O=C(CCCc1c[nH]c2ccccc12)N1CCCCCC1,-12.2,9.8,20.3,-7.9,4.7,1.08,1.01,-1.3,5.8
Cc1ccc(S(=O)(=O)N2CCCCC2)cc1NC(=O)Cn1ncc(Cl)c(Cl)c1=O,-1.6,10.0,8.6,0.7,-11.7,0.993,1.03,-2.7,15.1
O=Cc1c[nH]c2ncccc12,-0.1,-20.2,12.6,1.6,20.6,0.984,1.03,-2.7,-1.9
CN(c1ccc(OCC(=O)O)cc1)S(=O)(=O)c1ccc2ccccc2c1,-5.2,-10.2,11.1,-7.2,-2.9,1.07,0.906,9.4,7.4
COc1ccccc1NS(=O)(=O)c1cccc(C(=O)N2CCN(Cc3ccc4c(c3)OCO4)CC2)c1,-4.8,-12.3,-3.7,3.4,19.7,0.966,1.09,-9.4,32.5
Cc1ccccc1OCc1nnc(SCc2cc(=O)[nH]c3ccccc23)o1,17.3,-19.2,10.6,2.9,-10.7,0.971,1.04,-4.3,18.4
C=CC[C@@H](CC(=O)N(CCO)Cc1ccccc1)C(=O)N[C@H](C)COC(=O)[C@@H](CC=C)Cc1ccc(F)cc1,-4.8,7.8,16.6,4.2,0.9,0.958,0.847,15.3,22.9
S=C(NCCc1ccccc1)NCc1ccccc1Cl,48.6*,18.7,8.4,-123.0,11.3,2.23*,0.968,3.2,-0.2
COc1ccccc1OCCNC(=O)CNC(=O)c1ccc(C(C)(C)C)cc1,-34.0,9.0,17.5,-9.6,6.8,1.1,0.937,6.3,-1.8
O=[N+]([O-])c1ccccc1-c1ccc(C(=S)N2CCCCC2)o1,-0.9,35.4,23.8,19.6,21.3,0.804,1.06,-5.7,28.4
Cc1ccccc1C(=O)NCCCCc1ccccc1,2.0,5.2,9.8,-0.9,33.4,1.01,1.04,-3.9,0.0

# (next part)
SMILES,ATG4B inhibitor,TIM10 inh,tim10-1 inh,mIAP block,NLRP3 yeast inh,mIAP activ,hIAP act,hIAP inh,Apaf1 inhib
Cc1ccc(NC(=O)Cn2nnc(C(=O)NCc3cccs3)c2N)cc1Cl,-0.5,-18.3,-8.8,5.9,9.8,0.941,1.02,-2.2,-1.3
Cc1ccc(N2C(=O)C(O)(C(F)(F)F)C3=C2CC(C)(C)CC3=O)cc1 (stereo not given),3.7,-2.9,-5.6,0.9,7.3,0.991,0.93,7.0,-7.5
CCCC1OC23CCCCC2C(C#N)(C#N)C1(C#N)C(=N)O3 (stereo not given),8.4,-13.5,13.0,-2.5,9.1,1.02,0.892,10.8,3.1
COc1ccc(CN2CN(c3ccc(Cl)cc3)C(=O)N(n3cnnc3)C2)cc1,-7.6,-1.0,5.0,1.0,36.9,0.99,0.941,5.9,0.4
CN1CCc2cc3c(c4c2C1CC41CCC(=NO)CC1)OCO3 (stereo not given),-10.5,5.5,9.6,-4.4,20.3,1.04,1.08,-7.6,6.0
Cn1c(SCC(=O)Nc2ccc(N3CCOCC3)cc2)nnc1C(F)(F)F,-4.2,-3.8,-4.3,-6.7,6.6,1.07,1.1,-10.1,11.3
CC12CCC(C(=O)NCc3ccc4c(c3)OCO4)(CC1=O)C2(C)C (stereo not given),-6.6,12.4,25.9,-4.6,19.9,1.05,1.07,-6.6,10.5
COCCn1c(SCC(=O)Nc2cc(C)on2)nnc1-c1ccco1,-3.1,2.4,-0.4,-6.4,3.9,1.06,0.928,7.2,6.7
CC(=O)Nc1ccc(S(=O)(=O)Nc2cccc(NC(=O)c3ccco3)c2)cc1,2.2,2.1,-9.5,10.2,0.6,0.898,0.951,4.9,-4.1
COc1cc(C(=O)NN2C(=O)NC3(CCC(C)CC3)C2=O)ccc1OC(F)F (stereo not given),-13.2,4.2,13.7,-11.4,-1.9,1.11,1.02,-1.9,2.3
COC(=O)Cc1cc(=O)n2[nH]cnc2n1,-1.4,-5.7,8.7,-4.9,15.1,1.05,1.18,-17.6,9.6
Cc1sc2nc(CSc3ccccc3)nc(N3CCC(C(N)=O)CC3)c2c1C,16.6,12.4,-24.4,10.7,15.0,0.893,0.888,11.2,14.1
C=CCn1c(=O)c2ccccc2n2c(SCC(=O)NCCc3ccccc3)nnc12,-12.7,1.1,11.6,11.4,14.0,0.886,0.89,11.0,-2.1
C=CCCC(=O)N(C)CCO,-5.5,-5.8,-25.5,0.2,14.0,0.997,0.947,5.3,-0.8
C=CCn1c(Oc2cc(C)ccc2C)nc2c1c(=O)n(C)c(=O)n2C,-7.6,-4.4,-14.8,3.3,12.5,0.967,1.28,-28.5,-15.0
O=C1c2ccccc2NC(c2ccc(-c3cccc(Cl)c3)o2)N1O (stereo not given),12.4,25.3,30.1,2.6,11.3,0.974,0.948,5.2,9.4
COC(=O)C(OC(=O)c1ccc(OC)cc1)C(=O)OC,-8.9,3.7,-2.1,-1.4,7.3,1.01,1,-0.4,0.0
Cc1nc2ccccc2c(=O)n1/N=C/c1ccc(O)c(O)c1O,-2.8,13.4,-8.8,56.7*,-4.1,0.433,0.993,0.7,25.0
CN(C(=O)c1cccc(NC(=O)Cc2cccc([N+](=O)[O-])c2)c1)C1CCCCC1,26.7,9.7,18.4,3.5,-5.5,0.965,1.06,-6.2,15.2
CCOc1cc(C(=O)OC(C)C(=O)Nc2ccc(S(N)(=O)=O)cc2)ccc1OCC(=O)N1CCOCC1 (stereo not given),2.3,4.2,12.6,0.3,8.0,0.997,1.04,-4.3,3.0
COc1ccc(C)cc1NS(=O)(=O)c1ccc2c(c1)oc(=O)n2C,2.2,2.6,5.4,-2.6,19.8,1.03,0.928,7.2,6.2
O=C1CC(SCc2nc3ccccc3[nH]2)C(=O)N1c1cccc(F)c1 (stereo not given),5.8,12.7,27.6,25.0,-2.8,0.75,0.921,7.9,-19.9
COc1ccc2c(c1)CCC/C2=N\Nc1nc(C(=O)NN)cs1,1.4,24.9,41.0*,11.2,3.0,0.888,1.78,-78.0,11.7
O=C(NNC(=O)c1cccs1)c1ccc(Cl)nc1,3.7,-5.8,-5.1,5.5,10.5,0.945,0.956,4.4,3.1
O=C(/C=C/c1cccnc1)c1ccc(NC(=O)c2cccc(Br)c2)cc1,4.8,27.2,25.3,11.1,8.3,0.889,1.13,-12.7,17.8

# Molecules above that contain a thiophene ring, fused or not, in the order listed:
SMILES,ATG4B inhibitor,TIM10 inh,tim10-1 inh,mIAP block,NLRP3 yeast inh,mIAP activ,hIAP act,hIAP inh,Apaf1 inhib
NC(=O)[C@@H]1CCCN1Cc1nc(-c2cccs2)no1,-4.0,-5.6,5.9,-13.1,8.9,1.13,1.08,-8.2,-8.2
Cc1ccc(NC(=O)Cn2nnc(C(=O)NCc3cccs3)c2N)cc1Cl,-0.5,-18.3,-8.8,5.9,9.8,0.941,1.02,-2.2,-1.3
Cc1sc2nc(CSc3ccccc3)nc(N3CCC(C(N)=O)CC3)c2c1C,16.6,12.4,-24.4,10.7,15.0,0.893,0.888,11.2,14.1
O=C(NNC(=O)c1cccs1)c1ccc(Cl)nc1,3.7,-5.8,-5.1,5.5,10.5,0.945,0.956,4.4,3.1

# Next compounds follow.
SMILES,ATG4B inhibitor,TIM10 inh,tim10-1 inh,mIAP block,NLRP3 yeast inh,mIAP activ,hIAP act,hIAP inh,Apaf1 inhib
CCOC(=O)c1cccc(NC(=O)c2cc3sccc3n2C)c1,-3.1,33.0,38.4,-14.8,16.1,1.15,0.957,4.3,23.6
O=C(Nc1ccc(Cl)cc1)C1CCCN(C2=NS(=O)(=O)c3ccccc32)C1 (stereo not given),-10.1,4.5,-11.3,13.3,13.2,0.867,0.967,3.3,12.1
COc1cc(C(=O)NCc2nnc(SCC(=O)Nc3nc4ccc(C)cc4s3)o2)cc(OC)c1OC,-9.3,-18.0,-5.8,10.0,-0.2,0.9,1.14,-14.3,-87.4
N#Cc1ccc(-c2ccc(C3Nc4ccccc4C(=O)N3O)o2)cc1 (stereo not given),6.2,4.3,22.4,15.1,3.5,0.849,1.06,-5.8,1.5
CC1Cc2ccccc2C(=O)N1 (stereo not given),-3.0,4.7,-1.6,-1.1,-0.6,1.01,0.932,6.8,-5.6
CCOc1cc(/C=C2/N=C(C)C(C(=O)OC)=C2O)ccc1O,-2.1,12.9,2.4,42.2*,18.7,0.578,0.832,16.8,-9.2
CCC(C)NC(=O)CN(C1CCCCC1)S(=O)(=O)c1ccc(F)cc1 (stereo not given),1.7,-4.8,10.3,1.4,16.6,0.986,1.13,-13.1,-10.5
Nc1cc(OC(=O)c2c(F)cccc2Cl)nn1S(=O)(=O)c1ccccc1,3.9,35.4,24.1,0.8,7.9,0.992,1.11,-10.6,12.8
CC(=O)Cc1nsc(Nc2ccc3c(c2)OCCO3)n1,2.0,19.8,13.0,-6.8,3.9,1.07,0.94,6.0,3.4
Cc1nnc(Nc2ccc(C(=O)N3CCOCC3)cc2)c2ccccc12,2.9,2.2,14.1,1.4,18.1,0.986,1.06,-6.0,-3.9
CCc1c(C)nc(SCC(=O)c2cccs2)c(C#N)c1C,9.6,29.5,26.9,14.0,20.8,0.86,1.01,-1.2,2.1
CCOC(=O)Cc1csc(NC(=O)CSc2nnc(C3CC3)n2C)n1,-1.2,-4.5,8.3,-0.5,-6.0,1,0.94,6.0,0.4
